Compound activity (PubChem)
EBI2 antag = antagonists of human EBI2 receptor | 0.81% of 360,000 active | inhibition, % at 5 µM | AID 651636 | EBI2 beta-arrestin recruitment, luminescence, 7a,25-OHC stimulated; in the data active means inhibition above about 38%;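 further: enzyme fragment complementation signal reports receptor beta-arrestin coupling in cells; 0% = agonist plus DMSO wells and 100% = wells without agonist; some results beyond the cut were filed as inactive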
Target sequence (P32249 whole entry, looked up, the tested form may be a part): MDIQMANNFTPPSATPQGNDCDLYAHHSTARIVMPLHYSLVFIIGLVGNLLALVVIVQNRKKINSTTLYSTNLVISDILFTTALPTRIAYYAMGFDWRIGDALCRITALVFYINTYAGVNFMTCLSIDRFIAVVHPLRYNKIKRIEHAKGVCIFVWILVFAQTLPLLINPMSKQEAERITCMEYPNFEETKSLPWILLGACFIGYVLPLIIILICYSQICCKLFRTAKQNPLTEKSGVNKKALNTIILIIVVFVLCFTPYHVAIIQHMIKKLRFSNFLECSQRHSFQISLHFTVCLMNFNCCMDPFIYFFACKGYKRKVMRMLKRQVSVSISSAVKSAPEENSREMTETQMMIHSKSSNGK
CXCR6 block = CXCR6 (human) receptor inhibition; O00574; CHO-K1 PathHunter CXCR6 beta-arrestin, luminescence; inhibition, % at 20 µM; 0.36% of 360,000 active; AID 602244; in the data active means inhibition above about 34%, passing the limit was not always enough;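 further: antagonist mode with CXCL16 agonist at 10 nM final; 0% = 10 nM CXCL16 with DMSO and 100% = unstimulated wells without agonist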
Target sequence (O00574 whole entry, looked up): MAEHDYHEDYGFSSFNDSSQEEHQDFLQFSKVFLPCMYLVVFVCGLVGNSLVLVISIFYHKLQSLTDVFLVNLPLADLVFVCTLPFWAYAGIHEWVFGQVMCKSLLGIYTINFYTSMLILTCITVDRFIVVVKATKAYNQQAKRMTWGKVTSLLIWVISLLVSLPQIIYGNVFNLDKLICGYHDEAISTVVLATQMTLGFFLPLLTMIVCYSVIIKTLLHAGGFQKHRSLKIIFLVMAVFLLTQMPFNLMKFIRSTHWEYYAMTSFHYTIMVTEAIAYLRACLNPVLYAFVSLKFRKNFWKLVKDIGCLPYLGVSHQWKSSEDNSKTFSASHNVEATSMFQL
CCR6 antag = blocks CCL20-driven beta-arrestin recruitment at human CCR6 | 0.49% of 340,000 active | CHO-K1 CCR6 PathHunter beta-arrestin, luminescence, CCL20-stimulated | inhibition, % at 20 µM | P51684;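 active means compounds whose inhibition of the agonist-driven luminescence signal at 20 µM reaches about 50%, limit read from the data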;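 further: cells stimulated with CCL20 at 14 nM final; plate controls were DMSO with CCL20 for no effect and DMSO without agonist for full effect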
Target sequence (P51684 whole entry, looked up): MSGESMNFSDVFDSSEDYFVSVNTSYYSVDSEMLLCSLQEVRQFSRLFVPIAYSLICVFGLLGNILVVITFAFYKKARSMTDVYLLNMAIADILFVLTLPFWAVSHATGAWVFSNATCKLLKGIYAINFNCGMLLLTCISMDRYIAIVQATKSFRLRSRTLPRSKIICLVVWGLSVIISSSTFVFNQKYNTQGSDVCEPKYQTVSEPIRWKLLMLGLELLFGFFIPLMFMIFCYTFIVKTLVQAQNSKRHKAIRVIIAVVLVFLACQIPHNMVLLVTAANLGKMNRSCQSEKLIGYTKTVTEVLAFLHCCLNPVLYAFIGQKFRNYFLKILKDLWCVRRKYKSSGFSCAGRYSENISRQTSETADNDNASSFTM
* = called active by the depositor; . = no result given; & = joins results of further samples. A portion of the library, so the mix of outcomes need not match the whole.

SMILES	EBI2 antag	CXCR6 block	CCR6 antag
Cc1cccc(N2C(=O)NC(=O)/C(=C/c3ccc([N+](=O)[O-])o3)C2=O)c1	.	.	2
O=P1(NCCCl)OCCC(OO)N1CCCl (stereo not given)	1	-1	.
O=C1NCN(c2ccccc2)C12CCN(C(c1cccs1)c1nnnn1Cc1ccccc1)CC2 (stereo not given)	0	3	.
CC1CN2C(=O)C1(c1ccccc1)C(=O)NC2=S (stereo not given)	-10	-3	.
c1ccc2c[n+](CCCCCCCCCC[n+]3ccc4ccccc4c3)ccc2c1	-6	0	.
COc1ccc(-n2nnnc2C(c2ccnc3ccccc23)N2CCC3(CC2)C(=O)NCN3c2ccccc2)cc1 (stereo not given)	14	2	.
Cc1cccc(OCC(O)CN2CC2)c1 (stereo not given)	-4	-5	.
CN(Cc1cccc(-c2ccncc2)c1)C(=O)Oc1ccccc1Cl	-2	-6	.
O=C1C2CC(CN3CCCCC23)C2CCCCN12 (stereo not given)	-2	7	.
CCOC(=O)[C@]12Cc3cc(OC)ccc3[C@H]1N(Cc1ccccc1)C(=O)c1cc(OC)ccc12	21	11	.
CCOC(=O)[C@]12Cc3cc(C)ccc3[C@H]1N(Cc1ccccc1)C(=O)c1cc(F)c(F)cc12	26	7	.
COC(=O)[C@@H]1N=C(c2ccc(OC)cc2)O[C@]12C(=O)N(Cc1ccccc1)c1ccccc12	6	10	.
CCCCn1nnnc1C(c1ccc(OC)cc1)N1CCC2(CC1)C(=O)NCN2c1ccccc1 (stereo not given)	5	1	.
CCOC(=O)[C@]12Cc3cc(OC)ccc3[C@H]1N(CC(=O)OC)C(=O)c1ccccc12	2	-5	.
CCOC(=O)[C@]12Cc3cc(OC)ccc3[C@H]1N(C1CCCCC1)C(=O)c1ccccc12	64*	17	.
COc1cccc(CN2CCN(c3ccc(F)cc3)CC2)c1OC	4	-4	.
FC(F)(F)c1ccc(-c2ccc3c(c2)CNCc2cnnn2-3)cc1	-11	-7	.
CS(=O)(=O)c1ccc(C2=C(CNC(=O)c3ccncc3)[C@H]3CC[C@@H](C2)N3Cc2ccccc2)cc1	-2	-4	.
COc1ccc(CC2=NCCc3cc(OC)c(OC)cc32)cc1OC	-3	9	.
C[C@H]1CN([C@@H](C)CO)C(=O)CCCn2nncc2CO[C@@H]1CN(C)C(=O)Oc1ccccc1	0	10	.
CCOC(=O)[C@]12Cc3cc(C)ccc3[C@H]1N(C)C(=O)c1cc(OC)ccc12	6	-15	.
Nc1ccc(CC(N)c2csc(Nc3ncccn3)n2)cc1 (stereo not given)	2	-4	.
COc1cc(CNCCc2c[nH]c3ccccc23)cc(OC)c1OC	-2	-10	.
Oc1cccc2cccnc12	-15	7	.
O=C1Nc2ccccc2Oc2ccccc21	-17	-7	.

For convenience, 12 of the compounds above:
SMILES	EBI2 antag	CXCR6 block	CCR6 antag
Cc1cccc(OCC(O)CN2CC2)c1 (stereo not given)	-4	-5	.
CN(Cc1cccc(-c2ccncc2)c1)C(=O)Oc1ccccc1Cl	-2	-6	.
O=C1C2CC(CN3CCCCC23)C2CCCCN12 (stereo not given)	-2	7	.
CCOC(=O)[C@]12Cc3cc(OC)ccc3[C@H]1N(Cc1ccccc1)C(=O)c1cc(OC)ccc12	21	11	.
CCOC(=O)[C@]12Cc3cc(C)ccc3[C@H]1N(Cc1ccccc1)C(=O)c1cc(F)c(F)cc12	26	7	.
COC(=O)[C@@H]1N=C(c2ccc(OC)cc2)O[C@]12C(=O)N(Cc1ccccc1)c1ccccc12	6	10	.
CCCCn1nnnc1C(c1ccc(OC)cc1)N1CCC2(CC1)C(=O)NCN2c1ccccc1 (stereo not given)	5	1	.
CCOC(=O)[C@]12Cc3cc(OC)ccc3[C@H]1N(CC(=O)OC)C(=O)c1ccccc12	2	-5	.
CCOC(=O)[C@]12Cc3cc(OC)ccc3[C@H]1N(C1CCCCC1)C(=O)c1ccccc12	64*	17	.
COc1cccc(CN2CCN(c3ccc(F)cc3)CC2)c1OC	4	-4	.
FC(F)(F)c1ccc(-c2ccc3c(c2)CNCc2cnnn2-3)cc1	-11	-7	.
CS(=O)(=O)c1ccc(C2=C(CNC(=O)c3ccncc3)[C@H]3CC[C@@H](C2)N3Cc2ccccc2)cc1	-2	-4	.

Remaining list, next part
SMILES	EBI2 antag	CXCR6 block	CCR6 antag
COc1ccc(C(=O)C2CCCN(CCc3ccccc3)C2)cc1OC (stereo not given)	1	2	.
C=CCCC[C@@H]1OC(=O)CNC(=O)C([C@@H](C)CC)NC(=O)[C@@H]2CCCN2C(=O)C([C@@H](C)CC)OC(=O)[C@H](Cc2ccccc2)N(C)C(=O)[C@H](C(C)C)NC(=O)C1(C)C (stereo not given in full)	9	28	.
C[C@H]1CN([C@@H](C)CO)C(=O)CCCn2nncc2CO[C@H]1CN(C)C(=O)Oc1cccc2ccccc12	-6	-8	.
O=C(NCC1=C(c2cccc3ccccc23)C[C@@H]2CC[C@H]1N2Cc1ccco1)c1cccnc1	2	8	.
O=C(NCC1=C(c2ccc3ccccc3c2)C[C@@H]2CC[C@H]1N2Cc1ccco1)c1nccs1	9	0	.
Cc1ccccc1NC(=O)N1Cc2ccccc2-n2nncc2C1	-6	7	.
CCCCn1nnnc1C(CCc1ccccc1)N1CCC2(CC1)C(=O)NCN2c1ccccc1 (stereo not given)	-9	-4	.
Cc1cc2c(C(C)C)c(O)c(O)c(C=O)c2c(O)c1-c1c(C)cc2c(C(C)C)c(O)c(O)c(C=O)c2c1O	8	7	.
COc1cccc(C(c2nnnn2-c2ccc3c(c2)OCCO3)N2CCC3(CC2)C(=O)NCN3c2ccccc2)c1OC (stereo not given)	3	1	.
O=C(COC(=O)c1cc(Br)cc(Br)c1O)NC12CC3CC(CC(C3)C1)C2	-10	-3	.
COC(=O)C1=C(c2ccc(OCc3ccccc3)cc2)C[C@@H]2CC[C@H]1N2C(=O)NCc1ccc2[nH]ccc2c1	36	-4	.
Cc1cccc(C)c1-n1nnnc1C(C1CC1)N1CCC2(CC1)C(=O)NCN2c1ccccc1 (stereo not given)	-12	6	.
CCC(=O)[C@@H](C)[C@@H](O)[C@H](C)C[C@@H](C)C1OC(=O)C[C@@]2(O)CC=C(C)C(O2)C(C)=CCCC[C@H](O[C@H]2C[C@@H](OC(N)=O)[C@H](O)[C@@H](C)O2)C=C[C@H](C)C[C@H]1C (stereo not given in full)	36	-16	.
CC(C)(C)n1nnnc1C(CCc1ccccc1)N1CCC2(CC1)C(=O)NCN2c1ccccc1 (stereo not given)	-4	6	.
Cc1ccc2nc(-c3ccc(CN4CCC(n5c(=O)[nH]c6ccccc65)CC4)cc3)c(-c3ccccc3)nc2c1	-7	7	.
CSCCC(c1nnnn1C(C)(C)C)N1CCC(n2c(=O)[nH]c3ccccc32)CC1 (stereo not given)	5	2	.
Cc1cc(C)c(S(=O)(=O)N2Cc3ccccc3-n3nncc3C2)c(C)c1	2	3	.
C[C@@H]1CN([C@H](C)CO)C(=O)CCCn2nncc2CO[C@@H]1CN(C)C(=O)Oc1ccccc1	-2	1	.
c1ccc(CN2COC3CCCCCC32)cc1 (stereo not given)	-3	3	.
COc1ccc(C(c2nnnn2-c2ccc(OC)cc2)N2CCC3(CC2)C(=O)NCN3c2ccccc2)cc1 (stereo not given)	-4	5	.
Clc1cccc(N2Cc3cc(-c4ccccc4)ccc3-n3nncc3C2)c1	26	14	.
O=c1[nH]c2ccccc2n1C1CCN(Cc2ccc(-c3[nH]c4cc5ncnc5cc4nc3-c3ccccc3)cc2)CC1	-13	0	.
COc1cc([N+](=O)[O-])c2ncccc2c1[N+](=O)[O-]	-20	-21	.
CN1C2CNC(=O)CC1C1CCC2C1 (stereo not given)	-1	5	.
O=C1CC(N2CC2)C(=O)N1c1ccccc1 (stereo not given)	3	-5	.
Further compounds.
SMILES	EBI2 antag	CXCR6 block	CCR6 antag
COc1ccc(CN2Cc3cc(-c4cccc(F)c4)ccc3-n3nncc3C2)cc1	0	-2	.
COc1ccc(CN2Cc3cc(N4CCOCC4)ccc3-n3nncc3C2)cc1	-9	0	.
Fc1cccc(-c2ccc3c(c2)CN(C(=S)NCCc2ccccc2)Cc2cnnn2-3)c1	2	-2	.
COc1ccc(-n2nnnc2C(c2cccs2)N2CCC(n3c(=O)[nH]c4ccccc43)CC2)cc1 (stereo not given)	-15	6	.
CCCCn1nnnc1C(c1ccccc1)N1CCC2(CC1)C(=O)NCN2c1ccccc1 (stereo not given)	1	4	.
COc1ccc(-n2c(=S)[nH]c3ccc(C)cc3c2=O)cc1	-5	2	.
CC(C)(C)n1nnnc1C(c1cccs1)N1CCC2(CC1)C(=O)NCN2c1ccccc1 (stereo not given)	3	-1	.
CCOC(=O)c1cc2cc(OC)ccc2n1C1CCN(Cc2ccccc2)CC1	16	-4	.
COc1ccc2c(c1)C1OCCNC1CC2 (stereo not given)	-9	0	.
O=C(O)COc1cc(Cl)c(Cl)cc1Cl	1	0	.
O=C(NCP(=O)(Oc1ccccc1)Oc1ccccc1)OCc1ccccc1	0	6	.
O=c1[nH]c2ccccc2n1C1CCN(C(c2cc3ccccc3o2)c2nnnn2Cc2ccccc2)CC1 (stereo not given)	-19	1	.
COc1ccc(-n2nnnc2C(c2ccccc2)N2CCC(n3c(=O)[nH]c4ccccc43)CC2)cc1 (stereo not given)	-21	9	.
CC(C)NC1C2CCC(CC2)C1(O)c1ccc(Cl)c(Cl)c1 (stereo not given)	12	14	.
O=S(=O)(c1cc(Cl)cc(Cl)c1)N1Cc2cc(N3CCOCC3)ccc2-n2nncc2C1	13	6	.
CC12Nc3ccccc3C(=O)N1Cc1cnnn1-c1ccccc12 (stereo not given)	-3	-5	.
COc1cccc(C(c2nnnn2Cc2ccccc2)N2CCC(n3c(=O)[nH]c4ccccc43)CC2)c1OC (stereo not given)	-24	10	.
COc1ccc(-c2ccc3c(c2)CN(C(=O)CCc2ccccc2)Cc2cnnn2-3)cc1	18	0	.
O=C(NCC1=C(c2cccc3ccccc23)C[C@@H]2CC[C@H]1N2Cc1ccco1)c1ccncc1	5	4	.
O=C1NCN(c2ccccc2)C12CCN(C(c1cc3ccccc3o1)c1nnnn1-c1ccc3c(c1)OCCO3)CC2 (stereo not given)	7	-3	.
COc1ccc2c(c1)C1(C)CCN(C)CC(C1)C2O (stereo not given)	-2	-5	.
O=c1c2ccccc2nc(CBr)n1-c1ccc(Cl)cc1	9	3	.
CC(C)(C)n1nnnc1C(c1cc2ccccc2o1)N1CCC2(CC1)C(=O)NCN2c1ccccc1 (stereo not given)	12	-2	.
COc1ccc(-n2c(-c3ccccc3F)nc3ccccc3c2=O)cc1	-5	-1	.
CN(C)P1(=O)N(C)CCN1C	-1	1	.
Later entries
SMILES	EBI2 antag	CXCR6 block	CCR6 antag
O=C(/C=C/c1ccccc1)N1Cc2ccccc2-n2nncc2C1	12	-5	.
CCOC(=O)[C@]12Cc3ccccc3[C@H]1N(C)C(=O)c1cc(OC)ccc12	-4	-3	.
O=C1NCN(c2ccccc2)C12CCN(C(c1nnnn1C1CCCC1)C1CC1)CC2 (stereo not given)	-1	-4	.
CCOC(=O)[C@]12Cc3c(cc(OC)c(OC)c3OC)[C@H]1N(C1CCCCC1)C(=O)c1ccccc12	71*	11	.
C(#CCN1CCCCC1)CN1CCCCC1	-9	1	.
CC(C)S(=O)(=O)N1Cc2ccccc2-n2nncc2C1	2	-6	.
O=C1NCN(c2ccccc2)C12CCN(C(c1ccccc1OC(F)(F)F)c1nnnn1C1CCCC1)CC2 (stereo not given)	3	8	.
COc1ccc(-c2ccc3c(c2)CN(CC(C)C)Cc2cnnn2-3)cc1	12	4	.
C[C@@H]1COc2cccc(N3CCN(C)CC3)c2S(=O)(=O)N1	-4	-9	.
COc1ccc(C(c2nnnn2C2CCCC2)N2CCC3(CC2)C(=O)NCN3c2ccccc2)cc1 (stereo not given)	-2	-2	.
O=C1NCN(c2ccccc2)C12CCN(C(c1ccccc1OC(F)(F)F)c1nnnn1C1CCCCC1)CC2 (stereo not given)	-5	9	.
C[C@H](CO)N1C[C@H](C)[C@H](CN(C)C(=O)Oc2cccc3ccccc23)OCc2cnnn2CCCC1=O	-14	-3	.
CC(=O)O[C@H]1CC[C@]2(C)C3CC[C@@]4(C)C(C[C@@H](O)[C@@H]4O)C3[C@@H](OC(C)=O)C[C@H]2C1 (stereo not given in full)	0	6	.
C=CCOC(=O)N1Cc2ccccc2-n2nncc2C1	-3	4	.
O=C1NCN(c2ccccc2)C12CCN(C(CCc1ccccc1)c1nnnn1-c1ccc3c(c1)OCCO3)CC2 (stereo not given)	1	0	.
CCn1cc(CN2CCCC(C(=O)c3cccc(C(F)(F)F)c3)C2)cn1 (stereo not given)	-4	-5	.
C[C@]12CCC3C(CC[C@H]4C[C@H](O)[C@H](O)C[C@]34C)C1CC[C@@H]2O (stereo not given in full)	4	-3	7
CC1=C(C)CC2(CC1)C(=O)NC(=O)NC2=O	-1	6	1
C=C(C)C1(CCCC)C(=O)NC(=S)NC1=O	3	1	8
N#C/C(=C\c1ccc(O)cc1)C(=O)O	-2&4	1&9	8
COc1ccc(C(=O)N2Cc3cnnn3-c3ccccc3C2C#N)cc1 (stereo not given)	-4	-1	4
S=C(N1CCCCCC1)N1CC1	-6	-2	13
CNC(=O)Oc1cc2c(cc1C(C)(C)C)CCC2	-2	-5	2
CCCCn1c(NS(=O)(=O)c2ccccc2)c(C(=O)OCC)c2nc3ccccc3nc21	11	3	35
